# Screens from PubChem BioAssay.
# MBNL1-CUG inh = blocks human MBNL1 binding to CUG repeat RNA; TR-FRET MBNL1-His/biotin-(CUG)12 binding, 665/545 ratio; actives 0.036% (n = 280,000); Q9NR56; AID 2675; Potency, µM (top dose mostly 57.5 µM), without a hit: at the top dose activity change, negative = inhibition, usual class: inhibitors; active = well fitted inhibition curve with a large enough effect in the signal ratio, with a control signal flat, not every such curve was filed as active; inconclusive = small, poorly fitted or top-dose-only effect, or effect the other way, or a change in a side signal; inactive = no such curve, though single readings can be large or run the other way; the % refers to the signal ratio; also: potency is read from the fitted curve at half-maximal effect; % is scaled to controls: 0 for no effect and ±100 for the full control effect
#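 MBNL1-His + Biotin-(CUG)12, cpd titration 92 nM–58 uM; Tb anti-His Ab 0.055 ng/ul, SA-XL665 5 nM (final); 60 min RT; ratiometric 665/545 nm, Ex 340 nm; normalized to buffer and full-complex controls.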
# FBPA coupling cs = coupling enzyme interference in Giardia aldolase counter-screen | actives 0.67% (n = 290,000) | coupling enzyme system counterscreen, AmpLite Red fluorescence | activity change, negative = inhibition, % at 58.2 µM, hits read low; in the data active = activity change below about -30%; also: % is scaled to controls: 0 for no effect and ±100 for the full control effect
#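 First, compound is pin-transferred into glyceraldehyde-3-phosphate coupling-enzyme reagent at 57.5 uM final and held 10 min at RT. Next, substrate, coupling system and AmpLite Red are added. After 20 min RT, fluorescence (525/598 nm) is read.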
# GALK inh = inhibitors of human galactokinase | P51570 | Purified GALK, Kinase-Glo residual ATP luminescence | Potency, µM (doses to about 57.5 µM), inactives show at the top dose activity change, negative = inhibition, most hits filed as inhibitors | actives 0.007% (n = 270,000) | AID 1868; also: potency is read from the fitted curve at half-maximal effect; % is scaled to controls: 0 for no effect and ±100 for the full control effect
# Target sequence (P51570 whole entry, looked up): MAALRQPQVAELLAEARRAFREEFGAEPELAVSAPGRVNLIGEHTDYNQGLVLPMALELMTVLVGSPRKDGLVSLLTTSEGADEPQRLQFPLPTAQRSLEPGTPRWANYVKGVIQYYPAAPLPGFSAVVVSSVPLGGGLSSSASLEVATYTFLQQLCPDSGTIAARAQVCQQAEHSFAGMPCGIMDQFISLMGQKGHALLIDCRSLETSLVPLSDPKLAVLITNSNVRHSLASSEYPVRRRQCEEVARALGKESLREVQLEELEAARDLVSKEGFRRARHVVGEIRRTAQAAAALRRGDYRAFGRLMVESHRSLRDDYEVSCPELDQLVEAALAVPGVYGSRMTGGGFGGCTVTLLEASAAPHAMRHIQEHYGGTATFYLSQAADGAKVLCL
#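 Galactose (100 uM) and ATP (35 uM) were turned over by 5 nM GALK for 1 h at RT. Kinase-Glo Plus then converted the remaining ATP into a luminescent signal.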
# AT treatment = candidate therapy for ataxia-telangiectasia; […] A-T fibroblasts, KAP-1 phosphorylation AlphaLISA; neocarzinostatin DNA damage 30 min before lysis; Potency, µM (top dose mostly 57.5 µM), without a hit: at the highest dose activation, most hits filed as activators; actives 0.19% (n = 320,000); also: potency is read from the fitted curve at half-maximal effect; % of control where 0% means no effect; nearly all actives have a fitted effect of over 45% in size
#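 ATM-like activity read as KAP-1 phosphorylation via AlphaLISA donor/acceptor antibody pairs after lysis and 6 hr at 25C. Cells were ATM-null patient fibroblasts ([…], hTERT), dosed 60 min, then exposed to the DSB inducer NCS for 30 min.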
# KCNH2 3.1 block = KCNH2 3.1 (human) potassium channel inhibition | U2OS KCNH2 3.1, thallium flux FluxOr; active compounds read low | activity change, % (tested at about 1.8 µM) | actives 0.95% (n = 340,000) | AID 720553;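 active = maximum activity change below -70%; inconclusive = maximum activity change from -70% to -50%; inactive = maximum activity change above -50%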;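 also: thallium influx rate constant from kinetic fluorescence after stimulation buffer; % is scaled to controls: 0 for no effect and ±100 for the full control effect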
#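 Thallium flux read-out: FluxOr dye with Red40 quencher in HBSS/HEPES, 45 min at RT. Rate constants from kinetic reads were normalized to positive and negative DMSO controls. Cells: U2OS virally expressing the 3.1 isoform.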
# Integrin act MD = activates integrin-mediated alleviation for muscular dystrophy; alpha7betagal myoblasts, beta-gal FDG fluorescence, 48 h; Potency, µM (doses to about 38.3 µM), for the others: at the highest dose activation, hits mostly activators; actives 0.064% (n = 350,000);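 also: potency is read from the fitted curve at half-maximal effect; 100% = response of the positive control SU9516; nearly all actives have a fitted effect of over 60% in size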
#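 Alpha7betagal+/- myoblasts (passage 13) were plated 16-24 hr, then exposed to compounds (1:260 dilution of DMSO stock) for 48 hours at 37C. After MPER lysis, β-galactosidase reporter activity was read as FDG fluorescence (ex 480/em 540) after 30 minutes.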
# CXXC DNA block = MLL CXXC-DNA interaction inhibition; Q03164; MLL-CXXC / FITC-HOXA9 DNA fluorescence polarization; Potency, µM (series often up to 115 µM), for inactives: at the top dose activity change, negative = inhibition, hits mostly inhibitors; actives 0.037% (n = 290,000); active = well fitted inhibition curve with a large enough effect in the polarisation, with a control signal flat, not every such curve was filed as active; inconclusive = small, poorly fitted or top-dose-only effect, or effect the other way, or a change in a side signal; inactive = no such curve, though single readings can be large or run the other way; the % refers to the polarisation; also: potency is read from the fitted curve at half-maximal effect
#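 Fluorescence polarization: 7 uM MLL-CXXC (stock) preincubated 5 min with compounds, then 50 nM fluorescein-HOX-A9 DNA (stock) added; 30 min ambient. Buffer 50 mM Tris-HCl pH 7.5, 50 mM NaCl, 1 mM DTT, 0.05% BSA.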
# KCNH2 WT inh = inhibitors of human wildtype KCNH2 potassium channel | U2OS, BacMam KCNH2, thallium flux FluxOr; active compounds read low | activity change, % at 1.84 µM | actives 0.37% (n = 340,000) | AID 720551;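 active = maximum activity change below -70%; inconclusive = maximum activity change between -70% and -50%; inactive = maximum activity change above -50%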; also: % is scaled to controls: 0 for no effect and ±100 for the full control effect
#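 U2OS cells transduced with wild-type KCNH2 virus are loaded with FluxOr dye for 45 min, and thallium flux is measured in kinetic reads before and after stimulation buffer. Rate constants are normalized to DMSO controls.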
# TRPV1 agonist = agonists of human vanilloid receptor 1 (TRPV1) | AID 540275 | TRPV1-expressing cells, Fluo-8 calcium influx, agonist mode | activation, % at 8.33 µM | actives 0.19% (n = 320,000) | Q8NER1; in the data active = activation above about 80%; inconclusive = between about 30% and that limit; also: 0% is about no effect
#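 TRPV1-expressing cells were cultured overnight at 35.5C and loaded with Fluo-8 calcium dye for 40 to 90 min at room temperature. After a 10 s baseline, compound was added and calcium influx was read kinetically for 3 min (ex 480/em 520 nm).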
# ASM inhibitor = blocks human secretory acid sphingomyelinase. P17405. Potency, µM (highest dose often 57.5 µM), for inactives: top-dose activity change, negative = inhibition, usual class: inhibitors. AID 504937. placental ASM, HMU-PC fluorogenic substrate, 60 min. actives 0.006% (n = 340,000); also: potency is read from the fitted curve at half-maximal effect
# Target sequence (P17405 47-631 limits assumed): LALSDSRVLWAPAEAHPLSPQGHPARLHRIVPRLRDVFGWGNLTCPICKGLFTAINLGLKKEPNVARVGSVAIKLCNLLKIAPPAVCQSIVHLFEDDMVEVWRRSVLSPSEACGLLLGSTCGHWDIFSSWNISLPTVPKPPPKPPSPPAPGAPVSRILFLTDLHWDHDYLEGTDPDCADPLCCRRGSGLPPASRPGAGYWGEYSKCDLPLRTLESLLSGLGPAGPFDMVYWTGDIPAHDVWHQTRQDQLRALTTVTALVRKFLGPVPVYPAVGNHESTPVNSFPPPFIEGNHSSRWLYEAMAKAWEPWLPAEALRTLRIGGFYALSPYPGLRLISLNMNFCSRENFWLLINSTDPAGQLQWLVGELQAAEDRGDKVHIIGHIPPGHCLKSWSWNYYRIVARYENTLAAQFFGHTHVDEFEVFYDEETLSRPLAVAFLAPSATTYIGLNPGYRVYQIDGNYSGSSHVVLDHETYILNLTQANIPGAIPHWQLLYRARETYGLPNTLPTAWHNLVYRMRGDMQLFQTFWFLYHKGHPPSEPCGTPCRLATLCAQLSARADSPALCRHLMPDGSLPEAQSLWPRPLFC
#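 HMU-PC0 cleavage (9 uM final) by human placental ASM, 60 min at 37 °C following 10 min compound exposure at RT; stopped at pH 10, fluorescence Ex 386/Em 447 nm.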
# The depositor's hits bear a star; u = inconclusive; x = not tested or not shown; & = joins results of further samples; [ ] = dose if it differs, or a comment. Unless noted, calls follow the shape of the dose curve; as a rule, active = well fitted curve in the direction sought with a large enough effect; inconclusive = small, poorly fitted or top-dose-only effect, or another doubt; inactive = no such curve, though single readings can be large; an effect the other way counts as inactive or inconclusive.
SMILES	MBNL1-CUG inh	FBPA coupling cs	GALK inh	AT treatment	KCNH2 3.1 block	Integrin act MD	CXXC DNA block	KCNH2 WT inh	TRPV1 agonist	ASM inhibitor
CC(OC(=O)/C=C/c1ccccc1Cl)C(=O)NC1CCCCC1C (stereo not given)	x	x	x	7%	-6	9%	x	-18	-2	9%
Cc1ccc(CCNC(=O)C2CCN(C(=O)c3sccc3-n3cccc3)CC2)cc1	-2%	2	3%	x	7	-10%	10%	4	0	1%
Cc1ccc(C(=O)NCc2nnc3c(C(F)(F)F)cc(Cl)cn23)o1	5%	-3	8%	-4%	-3	12%	4%	4	-1	1%
O=C(Oc1cccc(-n2cnnn2)c1)c1ccccc1Cl	5%	2	4%	1%	-4	-12%	153%[activator]	24	4	1%
COc1cccc(C(=O)Nc2ccc(N3CCN(C(=O)c4cccs4)CC3)cc2)c1	-7%	2	-2%	-5%	-21	16%	11%	8	8	-1%
CCC(CC)NC(=O)c1ccc2c(c1)OCCO2	-7%	2	1%	0%	-3	9%	-3%	-10	3	1%
CCOc1ccc(CN2C(=O)CCC2(C)C(=O)NCc2cccnc2)cc1 (stereo not given)	u	2	1%	15%	-6	-11%	10%	-8	-1	5%
Cc1nn(C)cc1C(N)=O	-10%	4	1%	6%	-1	-1%	-2%	1	3	8%
COc1ccc(-n2nc(C(=O)NCC(=O)NCCN(C)C)c3ccccc3c2=O)c(OC)c1	4%	-1	-3%	-1%	11	1%	8%	16	1	-1%
COc1ccc(/C=C/C(=O)c2cc3cccc(OC)c3oc2=O)cc1	u	-3	-1%	-4%	-1	-17%	17%	-10	-6	-1%
COCCCNc1ncnc2nc[nH]c12	3%	1	1%	3%	-11	-3%	3%	-1	4	4%
CCOC(=O)[C@H]1[C@H]2COc3cc(OC)ccc3[C@@H]2N2C(=O)CN(Cc3ccc(Cl)cc3)C(=O)[C@@]12C	x	x	x	4%	-9	u	x	-7	x	1%
CCc1ccc(NC(=O)C2CCCCC2C(=O)O)cc1 (stereo not given)	2%	1	-1%	6%	2	7%	1%	-4	-8	0%
Cc1sc(NC(=O)CSc2n[nH]c(N)n2)c(C#N)c1C	x	x	x	x	-8	-12%	x	-1	x	7%
COc1ccc(C=O)cc1CSc1ccccn1	-8%	0	4%	-5%	-2	5%	2%	-6	4	-4%
CC1Sc2ccc(S(=O)(=O)CCC(=O)NCc3ccc(Cl)cc3)cc2NC1=O (stereo not given)	-4%	x	-1%	5%	-19	15%	19%	5	7	-7%
O=C(c1cccc([N+](=O)[O-])c1)N1CCc2ccccc21	19%	1	-1%	-6%	-3	-52%[inhibitor]	-4%	8	-5	-1%
COc1ccc(NCC(=O)Nc2ccc(C#N)cc2)cc1Cl	-2%	4	4%	x	-31	23%	-2%	-13	13	-2%
Cc1ccnc(NC(=O)Cn2c(=O)oc3cc(S(=O)(=O)N4CCCC4)ccc32)c1	-9%	-1	x	-6%	1	-24%	-9%	-11	-3	2%
CC(OC(=O)CCN=C1NS(=O)(=O)c2ccccc21)C(=O)Nc1ccccc1F (stereo not given)	x	x	x	-13%	11	17%	x	-1	-4	-2%
COc1cc(C(=O)Nc2nncs2)cc(OC)c1OC	-2%	-1	7%	8%	9	3%	6%	-5	-2	-1%
COC(=O)c1ccsc1NC(=O)CN1CCN(c2ncccn2)CC1	291%[activator]	1	6%	2%	-8	-15%	10%	6	11	-1%
CCNc1nc(N2CCCCC2)nc(-n2nnc(C(=O)OCC)c2C)n1	-2%	1	-6%	7%	-1	13%	10%	1	-19	-6%
COc1cc(CCC(=O)Nc2cc(Cl)ccc2N2CCN(C)CC2)cc(OC)c1OC	-3%	0	0%	-12%	-1	-25%	4%	-1	21	5%
Cn1ncc2c1ncn1nc(CCc3ccccc3)nc21	-5%	3	-1%	1%	9	-10%	-1%	-13	6	3%
COc1cc(OC)c(-c2sc(Nc3ccccc3)n[n+]2-c2ccc(F)cc2)cc1OC	u	3	x	-2%	33	3%	3%	-12	3	8%
CCOc1ccccc1N(CC(=O)N1CCOCC1)S(=O)(=O)c1ccccc1	4%	4	-2%	-12%	-20	23%	4%	-5	-4	1%
O=C(O)CCCCCCCCCC(=O)c1cccs1	-13%	30	1%	-1%	-3	14%	-6%	27	6	3%
CCOC(=O)c1c(C)nc2c(C#N)cnn2c1C	11%	1	-3%	7%	14	-5%	-1%	-2	-1	-1%
Cc1ccc(S(=O)(=O)N(CC#N)CC#N)cc1	2%	0	8%	2%	-6	9%	4%	5	-1	2%
COc1ccc(C(=O)NC2CCCCCC2)cc1S(=O)(=O)N1CCCC1	-1%	4	3%	0%	-19	-7%	4%	0	2	5%
Cc1csc(NC(=O)C2CCCN(S(=O)(=O)c3ccc(Br)s3)C2)n1 (stereo not given)	-7%	-1	1%	x	-12	3%	u	-3	u	-9%
CCN(C[C@H]1N[C@@](Cc2ccccc2)(C(=O)OC)[C@H]2C(=O)N(Cc3ccccc3)C(=O)[C@@H]12)C(=O)COC	x	x	x	-3%	-5	16%	x	-3	x	6%
Cc1oc(C)c2c(=O)ccc3c(c12)OC(N)=C(C#N)C3c1ccccc1 (stereo not given)	35%[activator]	-2	0%	0%	6	-15%	u	1	1	-3%
COc1cccc(/C=C/C(=O)NNC(=O)c2ccncc2)c1	x	x	x	-1%	-9	16%	x	-10	3	-2%
CC(=O)NC1(c2ccccc2)CCN(C(=O)N2CCOCC2)CC1	-6%	7	1%	x	7	6%	-4%	-2	-4	3%
CCc1cc2c(nc1CC)CCN(CC/C(C)=N/OC[C@H]1O[C@H](c3ccccc3)C=C[C@@H]1Oc1ccc(OC)cc1)C2	21%	1&-1	x	-2%	x	x	13%	x	15	x
O=C(c1cccc2ccccc12)N1CCN(c2ccc([N+](=O)[O-])c(NCc3ccco3)c2)CC1	7%	0	-2%	6%	-18	-14%	6%	-4	-2	u
CNC[C@@H](CC1CCCCC1)NC[C@H](CC(C)C)NCCc1cccc(C(F)(F)F)c1	-6%	0	x	4%	-2	-43%[inhibitor]	81%[activator]	-2	3	0%
Cc1cc(C(=O)N/N=C/c2ccc3c(c2)OCO3)c(C)o1	u	-1	7%	0%	0	-7%	10%	0	12	2%
COC(=O)c1scc(C)c1NC(=O)c1ccc(Cl)cc1	-11%	0	1%	-6%	-11	u	12%	-6	-3	4%
CCN(CC(=O)Nc1c(F)cccc1F)C(=O)c1ccc(OCc2c(C)noc2C)cc1	x	x	x	3%	-26	19%	x	4	-2	-1%
O=C(Nc1ccc2oc(=O)c(C(=O)O)cc2c1)Oc1ccccc1	x	x	x	x	-3	5%	x	3	x	89%[activator]
CCCCN(CCCC)S(=O)(=O)c1ccc(C(=O)Nc2nnc(COC)o2)cc1	-5%	15	-4%	5%	-17	-5%	6%	-39	4	-2%
CCn1c(C)c(C)c2cc(C(=O)NCCCN3CCOCC3)ccc21	-4%	x	7%	-10%	-5	15%	12%	-1	-4	4%
CCCCCC(=O)Nc1cccc(C2=NOC3(C2)C[C@@H](C(N)=O)N(C(=O)c2ccc(Cl)cc2)C3)c1 (stereo not given in full)	-8%	1	4%	0%	3	2%	14%	-5	-1	-5%
O=C(NCCCn1ccnc1)c1ccc(Cl)c(S(=O)(=O)N2CCOCC2)c1	8%	0	7%	2%	-43	20%	-9%	5	3	1%
O=C(CN1C(=O)CCOc2ccccc21)Nc1cccc(S(=O)(=O)N2CCOCC2)c1	x	x	x	-3%	11	8%	x	7	0	3%
CNC(=O)C12CCC(C)(c3nc4cc(C)c(C)cc4nc31)C2(C)C (stereo not given)	0%	-1	3%	x	-5	-15%	2%	-5	4	2%
COc1ccc(OC)c(-n2c(=S)[nH]c3cc(C(=O)NCCCN4CCCC4=O)ccc3c2=O)c1	-2%	2	-1%	-7%	x	x	5%	x	-3	x
O=C(N/N=C/C=C/c1ccccc1[N+](=O)[O-])c1cc(-c2cccnc2)nc2ccccc12	u	1	-3%	x	-5	-18%	2%	-9	2	-12%
COCCNC(=O)c1onc(CCl)c1C(=O)OC	-14%	-1	2%	6%	5	6%	5%	-7	-2	4%
Cc1ccc(S(=O)(=O)c2cc3ccccc3oc2=Nc2ccc3c(c2)OCO3)cc1	-3%	-1	-1%	3%	-16	12%	-4%	-1	3	-3%
COc1ccc(/C=C/C(=O)NCc2ccccn2)cc1	-3%	0	1%	-2%	3	10%	-1%	-22	1	-1%
